KOR beta-arrestin-1 – KOR agonists, beta-arrestin recruitment, primary screen, cell-based, luminescence, uHTS (AID 1777) | KOR beta-arrestin recruitment, luminescence; higher % means a stronger effect | activation, % at 10 µM; hits with a dose series show EC50 in µM | hit rate 0.02% among 280,000; in the data active = activation above about 50%, passing the limit was not always enough; note: a part of the inactive calls stands beside numbers as strong as those of hits
M17LAP inhibition – P. falciparum M17LAP inhibitors, primary screen, biochemical, fluorogenic H-Leu-NHMec substrate, 1536-well (AID 1619); recombinant M17LAP, H-Leu-NHMec fluorogenic kinetic assay; higher % means a stronger effect; inhibition, % at 30 µM, or IC50 in µM where a hit was titrated; hit rate 0.38% among 220,000;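 active = compound inhibiting the enzyme by more than half at any dose during confirmatory dose-response retesting; inconclusive = strong single-dose inhibitors picked by rank but not retested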;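 note: plate controls were full reaction with DMSO carrier for no effect and no enzyme background for full effect; strong numbers were not always called active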
GPR55 beta-arrestin – GPR55 agonists via beta-arrestin recruitment, primary screen, imaging, U2OS cells, beta-arrestin-GFP redistribution (AID 1961) | one-dose activation, % at 10 µM; EC50 in µM for titrated hits | hit rate 0.048% among 290,000 | U2OS GPR55 beta-arrestin-GFP redistribution imaging; higher % means a stronger effect;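 active = activation above 40% with more than 50 cells counted in the well; inconclusive = wells holding fewer than 50 cells, flagged as toxic or sparse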;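 note: U2OS osteosarcoma cells stably expressing GPR55 and beta-arrestin-GFP; plate controls were DMSO negative control for no effect and LPI positive control for full effect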
P. falciparum M1AAP – malaria alanyl aminopeptidase activity blockers – biochemical, fluorogenic H-Leu-NHMec substrate, 1536-well (AID 1445). recombinant M1AAP, H-Leu-NHMec fluorogenic kinetic assay; higher % means a stronger effect. one-dose inhibition, % at 30 µM; IC50 in µM for titrated hits. hit rate 0.42% among 220,000;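 active = primary inhibition above the hit cutoff, then over 50% inhibition at one or more dose response concentrations, cut at about 23% in these data, passing the limit was not always enough; inconclusive = conflicting primary data, or primary hits not chosen for dose response; inactive = low primary inhibition, or under 50% at every dose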;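 note: plate controls were DMSO full reaction for no effect and no enzyme background for full effect; strong numbers were not always called active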
KOR beta-arrestin-2 – kappa opioid receptor blockers – cell-based, luminescence, uHTS (AID 1778); KOR beta-arrestin recruitment, luminescence, antagonist mode; higher % means a stronger effect; one-dose inhibition, % at 10 µM; IC50 in µM for titrated hits; hit rate 0.091% among 290,000; note: strong numbers were not always called active
NOD1 NF-kB reporter – NOD1 signaling inhibitors, primary screen, cell-based, luminescence, uHTS (AID 1578); NOD1-driven NF-kB luciferase reporter cells, luminescence; higher % means a stronger effect; inhibition, % at 4 µM; hits with a dose series show EC50 in µM; hit rate 1% among 290,000; in the data active = inhibition mostly above about 36%, no sharp cut-off; inactive = mostly below about 34%;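 note: HEK-293T reporter cells stimulated with the NOD1 agonist gamma-tri-DAP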
AID2073 – inhibitors of Mint1-CaV2.2 protein interaction, biochemical, HTRF (AID 2073); HTRF protein-protein interaction, Mint1-CaV2.2; higher % means a stronger effect; inhibition, % at 20 µM; hits with a dose series show IC50 in µM; hit rate 0.19% among 290,000; in the data active = inhibition mostly above about 51%, no sharp cut-off; inconclusive = no clear call, values can overlap the other calls; inactive = mostly below about 53%; note: some results filed as inactive read as strong as hits
Dynein cargo inh – blocks dynein driven cargo transport along microtubules; 3617.4 mouse cells, GR-EGFP nuclear translocation imaging; test concentration mostly 20 µM; stimulated with dexamethasone, 1 µM; stronger effect = lower value; z-score, hits read low; hit rate 0.47% among 220,000;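 active = plate z-score of nuclear minus cytoplasmic receptor signal below a set negative limit, without overly bright fluorescence or cell loss, cut at about -3.5 in these data, passing the limit was not always enough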;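 note: z-score of nuclear minus cytoplasmic ring GR-EGFP intensity difference per well; some compounds called inactive have numbers as strong as hits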
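Schedule: 48 h induction, then 1 h compound, then 30 min agonist, 37 °C. Buffer or medium: tetracycline-free induction medium containing charcoal-stripped FBS. Reagent: 1.0 µM final dexamethasone stimulus. Evaluation: nuclear versus cytoplasmic GR-EGFP signal, averaged per well. Signal: high-content fluorescence imaging after fixation.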
HEK293 NOD2/NF-kB – inhibition of NOD2-driven NF-kB reporter – cell-based, luminescence, uHTS, HEK293 (AID 1566) | HEK293 NOD2/NF-kB luciferase reporter, luminescence; higher % means a stronger effect | inhibition, % at 4 µM, or EC50 in µM where a hit was titrated | hit rate 0.63% among 290,000; note: many of its hits are not listed in these tables
Dynein cargo inh cytoplasmic EGFP – also measured in Dynein cargo inh; calls as there; z-score; measured here: cytoplasmic GR-EGFP intensity; stronger effect = higher value
Dynein cargo inh nuclear GR-EGFP – also measured in Dynein cargo inh; calls as there; z-score; measured here: nuclear GR-EGFP intensity;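 lower value marks the stronger effect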
Dynein cargo inh cell count – also measured in Dynein cargo inh; calls as there; z-score; measured here: cell count per field
* hit, by the source's call; ? = inconclusive; . = not tested or not shown; [ ] = another dose, or the depositor's remark. Cut-off read from the data, not from the text of the source, unless noted: active = inhibition above about 50%; inactive = the rest.

SMILES	KOR beta-arrestin-1	M17LAP inhibition	GPR55 beta-arrestin	P. falciparum M1AAP	KOR beta-arrestin-2	NOD1 NF-kB reporter	AID2073	Dynein cargo inh	Dynein cargo inh cytoplasmic EGFP	Dynein cargo inh nuclear GR-EGFP	Dynein cargo inh cell count	HEK293 NOD2/NF-kB
CC1Cc2ccccc2N1CC(=O)Nc1ccc(N2CCOCC2)cc1 (stereo not drawn)	2.5%	-2%	0.7%	1%	-20%	-30%	-13%	0.15	3.3	-0.016	-0.65	4%
CCC(CC)NCc1ccc2c(c1)c1ccccc1n2CC	.	19%	-0.1%	1%	-404%[20 µM]	-28%	-2%	0.95	0.092	0.95	-1.5	22%
CC(=O)c1nn(-c2cccc(Cl)c2)cc1C(=O)c1ccco1	13%	-1%	-0.1%	4%	-13%	4%	-8%	-0.82	0.37	-0.46	0.75	9%
Cc1cc2oc(C(=O)NCCc3ccc(S(N)(=O)=O)cc3)c(C)c2cc1C	0.7%	-1%	-0.4%	3%	-27%	-13%	31%	-0.42	-0.31	0.37	0.62	28%
Cc1ccc2nc(C)cc(C(=O)Nc3nccs3)c2c1	2.2%	11%	0.1%	4%	-11%	-48%	16%	-0.62	-0.32	-0.68	0.33	-8%
O=C(Cc1noc2ccccc12)NNC(=S)Nc1ccccc1	-4.1%	2%	0.6%	-12%	-5%	-16%	-18%	-0.94	-0.26	-0.58	0.79	-12%
CCCCNC(=O)CCCCn1c(=S)[nH]c2c([nH]c3ccc(OC)cc32)c1=O	-3.4%	-10%	-0.4%	-3%	0%	-32%	35%	1.2	-0.33	0.83	-0.9	-3%
CCOc1cc(/C=N/N2C(=O)NC3(CCCCC3)C2=O)cc(Br)c1O	-3.7%	13%	0.0%	13%	5%	-19%	7%	-1.2	-0.15	-0.33	1.5	6%
CCCCOC(=O)CSC1=C(C#N)C(c2cccnc2)C(C(=O)OCC)=C(c2ccccc2)N1 (stereo not drawn)	-1.9%	-4%	-0.2%	2%	-13%	-38%	-2%	-1.1	0.58	-0.23	0.86	3%
CCOc1ccc(S(=O)(=O)N2CCC(C(=O)NC3CCCC3)CC2)cc1	-0.4%	.	-0.1%	.	-2%	-17%	10%	.	.	.	.	19%

Reprinted from the part before: 2 compounds; new compounds follow.
SMILES	KOR beta-arrestin-1	M17LAP inhibition	GPR55 beta-arrestin	P. falciparum M1AAP	KOR beta-arrestin-2	NOD1 NF-kB reporter	AID2073	Dynein cargo inh	Dynein cargo inh cytoplasmic EGFP	Dynein cargo inh nuclear GR-EGFP	Dynein cargo inh cell count	HEK293 NOD2/NF-kB
CCCCOC(=O)CSC1=C(C#N)C(c2cccnc2)C(C(=O)OCC)=C(c2ccccc2)N1 (stereo not drawn)	-1.9%	-4%	-0.2%	2%	-13%	-38%	-2%	-1.1	0.58	-0.23	0.86	3%
CCOc1ccc(S(=O)(=O)N2CCC(C(=O)NC3CCCC3)CC2)cc1	-0.4%	.	-0.1%	.	-2%	-17%	10%	.	.	.	.	19%
CC(NC(=O)CCC(=O)c1ccc(F)cc1)C1CC2CCC1C2 (stereo not drawn)	-1.6%	6%	-0.4%	2%	10%	-33%	2%	-0.47	2.3	0.37	-0.019	16%
CCOC(=O)C1=C(c2ccccc2)Nc2ncnn2C1c1cccc(O)c1 (stereo not drawn)	-0.1%	2%	-0.1%	-8%	-3%	4%	13%	1.4	-0.22	1.1	-1	5%
Cc1ccc2oc(=O)c3cnn(CC(=O)Nc4ccccc4N4CCN(C)CC4)c3c2c1	-1.7%	3%	-0.2%	4%	9%	-25%	-1%	-0.073	-0.2	0.19	0.71	3%
O=C(COC(=O)/C=C/c1cccc(F)c1)Nc1ccc(Cl)cn1	-7.0%	1%	0.1%	-1%	-23%	-21%	8%	-0.37	-0.34	-0.31	0.7	9%
Cc1cc(C)cc(OCCCOc2cccc3cccnc23)c1	2.9%	-8%	-0.1%	1%	7%	-4%	-8%	0.24	-0.23	0.67	0.36	-9%
COC(=O)C(NC(=O)c1ccccc1)=C1C=C(C)OC(C)=C1	5.6%	37%	0.3%	8%	-1%	0%	-4%	0.95	-0.24	-0.02	0.33	0%
COC(=O)C1=C(CSc2nccn2C)NC(=O)NC1c1cc(C)ccc1C (stereo not drawn)	-1.9%	7%	-0.1%	5%	-87%	9%	-5%	-0.84	-0.065	-0.47	-0.22	-5%
O=C(O)C1C2C=CC(O2)C1C(=O)Nc1cccc(C(F)(F)F)c1 (stereo not drawn)	1.2%	.	-0.4%	.	-66%[20 µM]	-29%	-1%	.	.	.	.	3%
O=C(NCc1ccco1)c1cc2sccc2n1Cc1ccc(F)cc1	-3.5%	16%	0.2%	9%	21%	5%	-6%	0.13	-0.2	0.056	-0.26	-14%
COc1ccc(Cl)cc1NC(=O)CN1CCN(S(=O)(=O)N2CCCCC2)CC1	-1.2%	.	0.1%	.	-18%	-16%	-2%	.	.	.	.	11%
COc1ccc(COC(=O)C2CC(=O)N(Cc3ccc(C)cc3)C2)cc1 (stereo not drawn)	5.8%	.	0.0%	.	-6%	-7%	2%	.	.	.	.	7%
CC(C)NC(=O)CCc1nnc(Cc2cccc(C(F)(F)F)c2)o1	-5.0%	2%	0.1%	0%	6%	-53%	-2%	-1.4	0.018	-0.7	0.83	-50%
CC(C)[C@@H](C(=O)NCC1CCC(C(=O)O)CC1)n1nnc2ccccc2c1=O (stereo partly drawn)	-4.1%	2%	-0.2%	5%	3%	-3%	-4%	0.027	-0.22	0.42	-0.22	16%
Cc1nc(NC2=NC(C(=O)Nc3ccc(Cl)cc3)CC(=O)N2)nc2ccccc12 (stereo not drawn)	13%	8%	0.3%	1%	-25%	-2%	2%	-0.052	-0.21	-0.047	0.33	-3%
COc1ccc(-n2c(SCC(=O)NCC3CCCO3)nc3c(c2=O)SC(C)C3)cc1 (stereo not drawn)	7.8%	.	-0.1%	.	-21%	-7%	14%	.	.	.	.	17%
CSCC[C@H](NC(=O)Nc1cccc(Br)c1)C(=O)O	-5.3%	-12%	0.2%	4%	6%	-6%	6%	-0.72	-0.24	0.041	0.56	15%
O=C(Oc1ccc(OC(=O)N2CCCCC2)cc1)N1CCCCC1	.	1%	0.2%	0%	2%[20 µM]	-38%	1%	-0.48	-0.2	-0.37	-0.23	14%
COc1ccc(NC(=O)C(Cc2ccccc2)NC(=O)c2ccco2)cc1OC (stereo not drawn)	-1.5%	1%	0.0%	-1%	12%	-22%	0%	1.2	-0.17	0.98	-0.78	-10%
CCCNC(=O)N1CCN(S(=O)(=O)c2ccc(C)cc2)CC1	3.4%	5%	-0.1%	3%	-35%	-7%	7%	-0.45	-0.21	-0.049	0.51	2%
O=C(c1ccc(C(F)(F)F)cc1)N1CCCCC1	-1.7%	1%	-0.1%	1%	18%	-13%	-5%	0.72	-0.16	0.71	0.1	0%
Cc1cc(NC(=O)c2cccs2)n(-c2ccccc2)n1	3.5%	-5%	-0.1%	5%	-22%	18%	?	-0.64	0.46	-0.44	0.5	15%
CCc1nc(N2CCN(CC(=O)NCC3CCCO3)CC2)c(C#N)c2c1COC(C)(C)C2 (stereo not drawn)	-2.0%	.	-0.1%	.	-15%	-27%	17%	.	.	.	.	-2%
Cn1nc(C(C)(C)C)c([N+](=O)[O-])c1C(=O)NC1CCCCC1	-1.8%	.	-0.2%	.	9%	-31%	-1%	.	.	.	.	3%
O=C(COc1ccccc1/C=C\c1nc(O)c([N+](=O)[O-])c(=O)[nH]1)Nc1ccccc1	1.7%	-1%	-0.1%	49µM*	-18%	-1%	-7%	0.26	-0.25	-0.18	-0.6	-1%
COc1cc(NS(=O)(=O)c2ccc(NC(=O)Cc3ccccc3)cc2)nc(OC)n1	-3.5%	.	-0.4%	.	-56%	-17%	6%	.	.	.	.	12%
CCOC(=O)CNC(=O)C(CC(C)C)NC(=O)C1CCCCC1 (stereo not drawn)	.	-5%	-0.1%	5%	-22%	-4%	-1%	2.2	-0.11	1.7	-1.1	12%
Cc1cccc(C)c1NC(=O)[C@@]1(CC(=O)O)CC(/C=C/c2ccccc2)=NO1	-4.8%	.	-0.1%	.	0%	-8%	19%	.	.	.	.	13%
CCCCc1cc(=O)oc2c(C)c(OCC(=O)N3C[C@H]4C[C@@H](C3)c3cccc(=O)n3C4)ccc12	2.5%	.	0.3%	.	24%[20 µM]	1%	7%	.	.	.	.	6%
CNc1nc(-c2ccccc2)[n+](-c2ccc(C)cc2)s1	-1.8%	6%	-0.2%	7%	2%	29%	1.4µM*	-1.1	-0.3	-0.82	3.8	14%
COC(=O)c1ccc(N2CCN(C)CC2)c(NC(=O)c2ccc(Br)o2)c1	2.6%	.	-0.1%	.	-10%	5%	8%	.	.	.	.	9%
Cc1cc2nc3n(c2cc1C)CC1CC(C(=O)NCc2ccco2)N(C)C31 (stereo not drawn)	-0.1%	10%	-0.1%	1%	38%	-4%	-13%	-0.41	-0.8	-0.039	0.12	9%
O=C(COc1ccc(Cl)cc1Cl)NC(=S)Nc1ccccc1C(=O)O	1.0%	.	1.6%	.	-105%[20 µM]	-53%	10%	1	0.077	1.3	-1.2	-57%
Cc1cc(C)n(C(=O)c2ccc([N+](=O)[O-])cc2[N+](=O)[O-])n1	0.8%	17%	0.1%	-2%	-6%	-12%	-14%	0.37	-0.23	0.27	-0.15	11%
O=C1C(NS(=O)(=O)c2ccccc2)=C(N2CCN(c3ccc(F)cc3)CC2)C(=O)c2ccccc21	0.3%	-8%	-0.1%	5%	28%	3%	-15%	0.057	-0.3	-0.058	0.34	14%
COc1ccccc1CNC(=O)C1CC(c2ccccc2[N+](=O)[O-])=NO1 (stereo not drawn)	1.5%	19%	0.0%	0%	2%	-4%	5%	-0.14	-0.2	-0.2	-0.57	-27%
Cn1nc(C(F)(F)F)c(-c2ccccc2)c1NC(=O)c1cccnc1	-3.9%	-7%	0.1%	1%	-24%	-13%	-3%	0.31	-0.26	0.006	-0.077	10%
CC(C)c1nnc(N2C(=O)C(O)=C(C(=O)c3cccs3)C2c2ccccc2)s1 (stereo not drawn)	2.4%	3%	-0.1%	10%	-6%	-40%	11%	-0.17	-0.25	0.043	-0.19	-91%

Source: PubChem

A portion of the library, so the mix of outcomes need not match the whole.
